Source: PubChem BioAssay
FXIIa inh 1536 = factor XIIa (human) inhibition; P00748; purified FXIIa, Boc-QGR-AMC fluorogenic substrate, 2 h; inhibition, % at 5 µM; 220,000 compounds, 0.3% hits; AID 800; in the data active means inhibition above about 40%;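 further: 0% = enzyme with no compound and 100% = blank without enzyme; many of its hits are not listed in these tables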
thrombin 1536 = blocks human thrombin protease activity; P00734; alpha-thrombin, Boc-VPR-AMC fluorogenic substrate cleavage; AID 1046; inhibition, % at 5 µM; 220,000 compounds, 0.26% hits;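 active means inhibition at or above 40%; inactive means inhibition below 40%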;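 further: 0% = enzyme with no compound and 100% = wells without enzyme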
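Material: human alpha-thrombin protein; Also added: Boc-VPR-AMC substrate, 15 µM final; Timing: enzyme reaction carried out at room temperature; Signal: fluorescence, ex 355 nm, em 460 nm; Measure: % inhibition of thrombin; Controls: enzyme without compound as high, wells lacking enzyme as low.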
Calpain2 inh = blocks pig calpain II enzyme activity. purified calpain II, fluorogenic peptide substrate, 30 min. inhibition, % at 16 µM. 220,000 compounds, 0.37% hits. AID 1236;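 active means inhibition above about 50%, limit read from the data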
Cl transport mod = KCC2 (human) Cl- transport modulation | 190,000 compounds, 2.2% hits | B-score of Tl+ flux slope (higher = more flux/activation; lower = inhibition) at 10 µM | Q9H2X9 | KCC2 cells, thallium flux FluoZin-2 fluorescence;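 active means thallium flux slope and its plate-corrected score both differing from the plate sample mean at a set confidence after two filtering rounds, in either direction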;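 further: slope of fluorescence scaled to starting intensity during 10 to 20 s after thallium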
Furin inhibitor = blocks human furin protease activity; P09958; 220,000 compounds, 0.061% hits; AID 463115; inhibition, % at 30 µM; purified furin, fluorogenic substrate cleavage; in the data active means inhibition above about 25%; further: inactives centre near -15
hK5 inh = kallikrein 5 (human) inhibition | Q9Y337 | recombinant hK5, fluorogenic AMC substrate cleavage | inhibition, % at 5 µM | 210,000 compounds, 0.59% hits;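 active means inhibition of 40% or more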;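 further: 0% = enzyme controls without compound and 100% = no-enzyme blanks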
Target sequence (Q9Y337 67-293 limits assumed): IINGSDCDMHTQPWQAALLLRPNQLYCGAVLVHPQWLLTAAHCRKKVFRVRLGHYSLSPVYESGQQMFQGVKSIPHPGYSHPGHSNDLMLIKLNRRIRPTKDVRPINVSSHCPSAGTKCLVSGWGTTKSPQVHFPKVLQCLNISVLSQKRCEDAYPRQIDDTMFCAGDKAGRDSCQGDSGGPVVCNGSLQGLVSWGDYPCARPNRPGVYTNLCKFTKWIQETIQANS
Rad51 HR inh = Rad51 (human) homologous recombination inhibition; hRad51 DNA strand exchange, fluorescence dequenching; AID 1385; 200,000 compounds, 0.085% hits; inhibition, % at 10 µM; Q06609;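 active means inhibition above 40% at the single screening dose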;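 further: 0% = DMSO control wells and 100% = blanks with heterologous ssDNA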
Target sequence (Q06609 whole entry, looked up): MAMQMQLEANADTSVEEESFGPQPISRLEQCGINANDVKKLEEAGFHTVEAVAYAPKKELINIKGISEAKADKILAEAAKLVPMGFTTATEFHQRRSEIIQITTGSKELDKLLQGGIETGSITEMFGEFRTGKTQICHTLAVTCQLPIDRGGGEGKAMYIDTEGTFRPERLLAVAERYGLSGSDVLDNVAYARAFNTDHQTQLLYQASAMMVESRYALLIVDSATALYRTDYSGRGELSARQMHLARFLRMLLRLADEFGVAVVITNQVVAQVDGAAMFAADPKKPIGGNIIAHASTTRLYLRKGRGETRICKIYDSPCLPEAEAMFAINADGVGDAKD
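Material: human Rad51–ssDNA filaments; Probe or stimulus: labelled 47-mer dsDNA for strand exchange; Doses: single 10 µM dose; Incubation: 37 °C 15-min filament assembly, 30-min compound preincubation, 15-min exchange; Technique: FRET fluorescence dequenching, excitation 485 nm, emission 520 nm; Measure: Fluorescence-based percent inhibition, control- and blank-normalised; Benchmarks: plate control and blank wells.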
PERK inhibitor = inhibitors of human PERK kinase; Q9NZJ5; CHO PERK-DD fusion, SEAP luminescence translation reporter; inhibition, % at 5.6 µM; AID 1416; 220,000 compounds, 0.17% hits;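 active means inhibition above the mean inhibition of all tested compounds plus 3 SD, set separately per screening campaign, cut at about 2.9% in these data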;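 further: PERK kinase domain activated by AP20187 dimerizer at 100 nM; 0% = DMSO with dimerizer and 100% = rapamycin at 8.4 µM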
FXIa inh 1536 = inhibitors of human coagulation factor XIa; P03951; purified FXIa, Boc-Glu-Ala-Arg-AMC fluorogenic substrate; inhibition, % at 5 µM; 220,000 compounds, 0.14% hits; AID 798;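 active means inhibition of at least 40%; inactive means inhibition below 40%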;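 further: fluorescence of freed AMC excited at 355 nm; 0% = enzyme without compound and 100% = no enzyme blank; many of its hits are not listed in these tables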
Numbers without * were called inactive; . = not tested or not shown; [ ] = remark or other dose.

SMILES	FXIIa inh 1536	thrombin 1536	Calpain2 inh	Cl transport mod	Furin inhibitor	hK5 inh	Rad51 HR inh	PERK inhibitor	FXIa inh 1536
CCOc1ccccc1-n1c(SCC(N)=O)nnc1-c1cccnc1	13	-7	9	-0.024	-19	-3	0	1.0	0
NC(=O)c1cc(N)ccc1N1CCCCC1	2	4	7	1	-22	-15	4	0.2	-3
CCOc1ccc(NC(=O)CSc2nc3c(c(=O)n2C)SC(C)C3)cc1 (stereo not drawn)	3	-8	14	-2.1	-14	-22	-1	-0.5	-7
CCN(CC(=O)NCc1ccc(F)cc1)Cc1nc2cc(Cl)ccc2c(=O)[nH]1	11	2	-28	0.44	-27[20 µM]	-42	-11	0.3	7
Clc1ccc2oc(-c3ccccc3)nc2c1	20	1	0	.	-11[20 µM]	-16	2	0.7	3
CCOC(=O)C1(CC)NC(c2ccco2)C2C(=O)N(c3ccc(C)cc3)C(=O)C21 (stereo not drawn)	16	1	-50	0.015	-7	5	-8	-0.1	5
COc1cccc(OCCCCCN2CCOCC2)c1	3	-9	-16	-0.83	-19	-13	8	0.2	-4
CCOC(=O)N1CCN(C(=O)C(C)N(c2ccc(Oc3ccccc3)cc2)S(C)(=O)=O)CC1 (stereo not drawn)	3	-8	1	0.01	-16	-1	1	0.2	-7
COc1ccc(NC(=O)CSc2nc(N)c(C#N)cc2C#N)cc1	10	3	-45	0.021	-7[20 µM]	-3	4	-1.4	0
CCOC(=O)c1c(C)nc2c(c1-c1ccccc1)C(=O)c1ccccc1-2	18	3	6	.	-20[20 µM]	0	-7	-0.1	-1
Cc1oc(=O)c(NC(=O)c2cccc(Cl)c2)cc1C(=O)c1ccccc1	13	1	-39	-0.065	-18[20 µM]	-29	5	1.0	5
CC(C)(C)OC(=O)NCCCC[C@H](NC(=O)c1nc[nH]c1C(=O)N1CCN(c2ccccc2)CC1)C(=O)OC(C)(C)C	3	-4	6	-0.83	-21	-1	2	.	-4
CC(C)(C)n1nnnc1C(c1cc2cc3c(cc2[nH]c1=O)OCO3)N1CCN(c2ccccc2)CC1 (stereo not drawn)	15	3	-92	0.01	-44	-14	.	1.1	3
COc1cc(C)c2c(c1C=O)Oc1c(c(C)c(O)c3c1C(O)OC3=O)OC2=O (stereo not drawn)	14	0	19	-0.0084	-20	3	47*	0.1	6
Cc1scc(C(=O)Nc2ccon2)c1-c1ccccc1	12	0	-22	-2.3	-4[20 µM]	-20	-6	0.3	-2
C=CCNc1nnc(SC2CC(=O)N(c3ccc(OCCC)cc3)C2=O)s1 (stereo not drawn)	0	-8	6	0.28	-20[20 µM]	-2	0	0.3	-3
COc1ccc(CNC(=O)C(NC(C)=O)C(=O)Nc2ccc(OC)cc2)cc1 (stereo not drawn)	8	-3	-42	1.4	-16[20 µM]	-31	.	-0.1	-5
O=c1[nH]c(Cc2ccccc2)nc2c1oc1ccccc12	3	-4	-2	.	-27	1	-2	-0.1	-1
N/C(=N\NC(=O)Nc1ccccc1)c1ccccn1	2	-6	-9	-4.6e-05	-13	-7	11	0.3	-4
Cc1[nH]c2ccccc2c1/C=N/NC(=O)c1cc(-c2cccs2)[nH]n1	6	-6	-8	-1.8	-11	-14	-5	0.3	5
Cc1cccc(Cc2cnc(N3C(=N)SC(C)C3=O)s2)c1 (stereo not drawn)	13	3	10	6*	-8	-14	2	0.4	-5
CC1CCC(N(CCCN)Cc2ccco2)CC1C (stereo not drawn)	9	0	7	0.041	-22	-20	5	-0.7	-6
CCCc1cc(=O)[nH]c(SCC(=O)N(CC)C2CCS(=O)(=O)C2)n1 (stereo not drawn)	6	3	12	-2.6	2[20 µM]	-3	-8	0.7	4
CNCc1cn2cc(Cl)ccc2n1	8	-12	-2	0.31	-4	-6	-5	0.6	-1
CCOC(=O)CN(Cc1sccc1C)C(=O)Nc1ccc(OC)cc1OC	12	1	-9	-0.12	-14	-21	-1	0.3	7
Cc1nc(N/N=C/c2ccc(O)cc2)c2cnn(-c3ccccc3)c2n1	3	-10	-16	-1.3	-14	-3	-3	-0.4	-2
COc1ccc(Br)cc1/C=C/C(=O)NC(=S)Nc1ccc(Cl)c(C(=O)O)c1	11	-7	1	-0.62	-9	9	20	-0.1	3
CC1=C(C(=O)Nc2ccccn2)C(c2ccc(Cl)cc2)NC(=S)N1 (stereo not drawn)	9	4	-23	-0.56	-21	-6	6	-0.1	-5
CC(=O)C1=C(O)C(=O)N(Cc2ccco2)C1c1cccc(F)c1 (stereo not drawn)	3	4	-2	-0.042	-29	1	12	0.1	3
O=c1cc(-c2ccccc2)nc2c(-c3ccccc3)c(C(F)(F)F)[nH]n12	-22	-4	-7	3.8*	-33	-12	.	0.2	-9
O=C(CC(=O)Nc1ccc(Cl)c(Cl)c1)N/N=C/c1ccc(O)cc1	24	-2	17	-3	-14	-2	.	0.1	20
CCOC(=O)c1csc(NC(=O)c2ccc(OCC)cc2)n1	4	-7	11	-0.17	-27	-3	4	1.9	-5
CCN(CC)S(=O)(=O)c1cccc(-c2n[nH]c(=S)n2CC(C)C)c1	10	-1	22	-0.7	-35	.	.	0.9	2
CCN(C(=O)COc1ccccc1)C1CCCCC1	14	3	-15	-0.31	-12	2	-98	0.7	3
O=S1(=O)N=CN(Cc2cccc(F)c2)c2ccccc21	12	-1	-1	.	-15	-5	-2	1.1	-5
CCOC(=O)N1CCN(C(=O)C2c3cc(OC)c(OC)cc3C(=O)N3CCc4ccccc4C23)CC1 (stereo not drawn)	-11	3	13	0.023	-20[20 µM]	-34	1	0.6	-14
COc1ccc(/C=C/C(=O)O)cc1S(=O)(=O)NCc1ccccc1	8	-9	3	0.18	-21	-3	.	0.8	-2
O=C(Cn1nc(Cl)nc1Cl)Nc1ccccc1	14	4	5	0.48	-20	-12	6	1.1	-8
COc1ccc(-c2cc(C(=O)Nc3c(C)nn(Cc4ccccc4Cl)c3C)no2)cc1OC	-15	-13	-10	0.57	-29	0	-1	0.4	-3
CCOc1ccc(C(=O)NCCN2CCOCC2)cc1	0	-9	-28	1.1	-19	0	7	0.7	-7

Another view of some results above:
| structure | FXIIa inh 1536 | thrombin 1536 | Calpain2 inh | Cl transport mod | Furin inhibitor | hK5 inh | Rad51 HR inh | PERK inhibitor | FXIa inh 1536 |
| --- | --- | --- | --- | --- | --- | --- | --- | --- | --- |
| Cc1cccc(Cc2cnc(N3C(=N)SC(C)C3=O)s2)c1 (stereo not drawn) | 13 | 3 | 10 | 6* | -8 | -14 | 2 | 0.4 | -5 |
| CC1CCC(N(CCCN)Cc2ccco2)CC1C (stereo not drawn) | 9 | 0 | 7 | 0.041 | -22 | -20 | 5 | -0.7 | -6 |
| CCCc1cc(=O)[nH]c(SCC(=O)N(CC)C2CCS(=O)(=O)C2)n1 (stereo not drawn) | 6 | 3 | 12 | -2.6 | 2[20 µM] | -3 | -8 | 0.7 | 4 |
| CNCc1cn2cc(Cl)ccc2n1 | 8 | -12 | -2 | 0.31 | -4 | -6 | -5 | 0.6 | -1 |
| CCOC(=O)CN(Cc1sccc1C)C(=O)Nc1ccc(OC)cc1OC | 12 | 1 | -9 | -0.12 | -14 | -21 | -1 | 0.3 | 7 |
| Cc1nc(N/N=C/c2ccc(O)cc2)c2cnn(-c3ccccc3)c2n1 | 3 | -10 | -16 | -1.3 | -14 | -3 | -3 | -0.4 | -2 |
| COc1ccc(Br)cc1/C=C/C(=O)NC(=S)Nc1ccc(Cl)c(C(=O)O)c1 | 11 | -7 | 1 | -0.62 | -9 | 9 | 20 | -0.1 | 3 |
| CC1=C(C(=O)Nc2ccccn2)C(c2ccc(Cl)cc2)NC(=S)N1 (stereo not drawn) | 9 | 4 | -23 | -0.56 | -21 | -6 | 6 | -0.1 | -5 |
| CC(=O)C1=C(O)C(=O)N(Cc2ccco2)C1c1cccc(F)c1 (stereo not drawn) | 3 | 4 | -2 | -0.042 | -29 | 1 | 12 | 0.1 | 3 |
| O=c1cc(-c2ccccc2)nc2c(-c3ccccc3)c(C(F)(F)F)[nH]n12 | -22 | -4 | -7 | 3.8* | -33 | -12 | . | 0.2 | -9 |
| O=C(CC(=O)Nc1ccc(Cl)c(Cl)c1)N/N=C/c1ccc(O)cc1 | 24 | -2 | 17 | -3 | -14 | -2 | . | 0.1 | 20 |
| CCOC(=O)c1csc(NC(=O)c2ccc(OCC)cc2)n1 | 4 | -7 | 11 | -0.17 | -27 | -3 | 4 | 1.9 | -5 |
| CCN(CC)S(=O)(=O)c1cccc(-c2n[nH]c(=S)n2CC(C)C)c1 | 10 | -1 | 22 | -0.7 | -35 | . | . | 0.9 | 2 |
| CCN(C(=O)COc1ccccc1)C1CCCCC1 | 14 | 3 | -15 | -0.31 | -12 | 2 | -98 | 0.7 | 3 |

The listing continues.
SMILES	FXIIa inh 1536	thrombin 1536	Calpain2 inh	Cl transport mod	Furin inhibitor	hK5 inh	Rad51 HR inh	PERK inhibitor	FXIa inh 1536
Cc1ccc(S(=O)(=O)N(C)C)cc1NC(=S)Nc1ccc2cn[nH]c2c1	7	4	-16	0.44	-26	-1	-6	0.6	-3
COc1cc(NC(=O)C(F)(F)F)cc(OC)c1	-2	-4	-26	0.92	-18[20 µM]	-7	3	1.5	-3
Cc1[nH]c(=O)[nH]c(=O)c1S(=O)(=O)N1CCCC(C(=O)N2CCN(c3cccc(C(F)(F)F)c3)CC2)C1 (stereo not drawn)	6	3	-30	0.51	-33	1	6	0.8	-2
Cc1c(N(C(=O)c2ccccn2)C2(C(=O)NC3CCCC3)CCCCC2)c(=O)n(-c2ccccc2)n1C	-5	-1	-13	-0.69	-14	-24	5	0.0	-2
CN(C)c1ccc(N=C/C=C2/N(C)c3ccccc3C2(C)C)cc1	6	-11	32	0.26	8	-6	-20	0.0	4
CCC(=O)N1CCc2cc(OC)c(OC)cc2C1COc1ccc(C(=O)OC)cc1 (stereo not drawn)	0	-9	-21	.	-15[20 µM]	-2	-6	-1.3	-4
Cn1c(NC(=O)C2CC2)cc(=O)n(C)c1=O	7	-6	15	-0.17	-23	1	2	1.6	1

Only part of the results is shown, so the mix of outcomes need not match the whole.
